TAG inh – inhibitors of triacylglycerol accumulation; 230,000 tested, 0.66% active; inhibition, % at 12.5 µM; H9c2 cells, Nile Red lipid (TAG) fluorescence; cells loaded with 200 µM oleic acid;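 active = pattern-corrected inhibition of lipid staining of at least 50% with the nuclear-stain viability signal not falling by more than 50%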;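 note: 0% = DMSO wells and 100% = triacsin C control wells; some results filed as inactive read as strong as hits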
TAG inh DAPI viability – recorded beside TAG inh, whose call it bears; DAPI nuclei signal change (viability), lower = more cytotoxic, %;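 whole-well DAPI fluorescence read on a plate reader as a viability signal; minus 50 percent equals half of cells still viable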
Starred values were filed as active, the others as inactive.

SMILES	TAG inh	TAG inh DAPI viability
CCOC(=O)CSc1nc2sccc2c(=O)[nH]1	-18	13
COc1ccc(CC(=O)NCc2nn(-c3ccccc3)nc2C)cc1OC	-8	4
CCOC(=O)C1(Cc2cccc(OC)c2)CCCN(S(=O)(=O)CC)C1 (stereo not given)	7	-16
CC(C)CN(C(=O)CSc1ncnc2sccc12)C1CCS(=O)(=O)C1 (stereo not given)	19	0
COc1ccc(NC(=O)c2ccc(-c3ccc(C(C)=O)cc3)o2)cn1	-6	8
CC1(C)Cc2c(sc3c2c(=O)n(-c2cccc(Cl)c2)c(=O)n3CC(N)=O)CO1	14	-3
Cc1cc(C)cc(OC(=O)CCN2C(=O)C3C4C=CC(C5CC45)C3C2=O)c1 (stereo not given)	4	5
COc1cc(C(=O)N=c2sc3ccccc3n2C)cc(OC)c1OC	13	3
Cc1ccc(NC(=O)c2cccc(S(=O)(=O)NCc3ccccc3)c2)nc1	-11	4
CC1=C(C#N)C(=O)OC(C)(C)C1	-5	6
COc1ccc(C(=O)NCC(=O)N2CCN(c3ncccn3)CC2)cc1OC	12	3
O=C1C=CC(c2ccccc2)(c2ccccc2)CC1	6	6
CCN(CC)CCn1c(SCC(=O)Nc2cccc(OC)c2)nc2c(sc3ccccc32)c1=O	52*	-13*
COc1ccc(NC(=O)CN(C)C(=O)c2oc3c(ccc4ccccc43)c2C)cc1	14	-4
O=C(Nc1ccnn1C1CCN(Cc2cccc(OCCO)c2)CC1)C1CCOC1 (stereo not given)	1	0
CCCNC(=O)C1(C)CCCN(C(=O)c2cc(C)n(C(C)(C)C)n2)C1 (stereo not given)	-2	0
COc1ccc(C(CNC(=O)COc2c(C)cc(C)cc2C)N2CCOCC2)cc1 (stereo not given)	5	-5
COc1cc2c(cc1OC)C(c1cc(OC)c(OC)c(OC)c1)C1(O)C(=O)OCC1(O)C2 (stereo not given)	16	-5
N#C/C(=C\c1ccc(-c2cccc(Cl)c2)o1)C(=O)Nc1cccc2cccnc12	-4	6
CCOc1ccc(S(=O)(=O)N2CCN(C(=O)Cc3n[nH]c(=O)c4ccccc34)CC2)cc1	-5	2
COc1ccc(-c2cc(CCC(=O)N3CCN(c4cc(C)ccc4C)CC3)[nH]n2)cc1	-6	-1
COCCn1c(Cc2ccccc2)nnc1SCC(=O)N1CCOCC1	0	-7
CC(C)S(=O)(=O)c1csc(C(=O)NN)c1Cl	0	0
COc1ccc(S(N)(=O)=O)cc1N(C)S(=O)(=O)c1ccccc1	-1	6
CCN(CC)S(=O)(=O)c1cccc(C(=O)c2c(C)cc3ccccn23)c1	-8	2
O=c1c(C=Nc2ccc(Oc3ccccc3)cc2)c[nH]n1-c1cccc(Cl)n1	15	7
Cc1cc(OCC(=O)O/N=C(\N)c2ccccc2)ccc1Br	-8	-1
Cc1noc(C)c1N=Nc1ccccc1C(=O)O	-13	2
Cn1c(CN2CCOCC2)nc2cc(NC(=O)c3ccc(Cl)cc3)ccc21	3	4
CC(NC(=O)c1ccco1)C12CC3CC(CC(C3)C1)C2 (stereo not given)	-11	-7
COc1cccc(CN2CC(C(=O)N(C)CC3CCOCC3)CCC2=O)c1 (stereo not given)	2	11
CCCCCCSc1ncc(C#N)c(N)n1	-1	5
N#CCC(=O)Nc1ccc(C(=O)NCc2cccc(Cl)c2)cc1	16	-17
Cn1cc(C2N3CC4(C)CN2CC(C)(C3)C4=O)c2ccccc21 (stereo not given)	12	-3
NC(=O)[C@@H]1CCCCNc2c(I)cc([N+](=O)[O-])cc2C(=O)N[C@@H](CCC(=O)O)C(=O)N[C@@H](CO)C(=O)N1	7	-6
COc1ccc2cc(CN(CC3CCCO3)C(=S)NCc3ccco3)c(=O)[nH]c2c1 (stereo not given)	-11	-5
Cc1cccc(NC(=O)CN2C(=O)N/C(=C\c3cccn3-c3cccc(C(=O)O)c3)C2=O)c1	3	-1
C=CC1=C(C(=O)O)N2C(=O)[C@@H](NC(=O)/C(=N\OCC(=O)O)c3csc(N)n3)[C@H]2SC1	-1	6
O=C(Nc1ccc2oc(-c3ccccc3)nc2c1)c1ccccc1F	34	5
COc1ccc(O)c(C(=O)c2cnn(C(=O)c3cc(C)oc3C)c2)c1	1	-3
CC(=O)Nc1sc(C)c(C)c1C(=O)OCC(=O)Nc1cc(S(C)(=O)=O)ccc1Cl	-50	5
COc1ccc(C)cc1NC(=O)C1CCN(S(=O)(=O)c2ccccc2)CC1	22	0
CC(C)(C)CNC(=O)[C@]1(C)CCC[C@@]2(C)C3CC[C@@]4(C)C[C@]3(CCC21)CC4=O (stereo not given in full)	-38	-2
COc1ccc(Cl)cc1C=CC=Nc1ccc(S(N)(=O)=O)cc1	-4	-3
O=C(CSc1nc2ccccc2c(=O)n1-c1ccccc1F)Nc1ccc2c(c1)CCC2	15	-9
CC(OC(=O)CNS(=O)(=O)c1ccc(C#N)cc1)C(=O)Nc1cccc(C#N)c1 (stereo not given)	12	-6
N#CC1(NC(=O)COc2cc(F)ccc2[N+](=O)[O-])CCCCC1	5	1
O=C(COC(=O)/C=C/c1ccc2ccccc2n1)NNC(=O)c1ccccc1	-13	12
Cc1nc([N+](=O)[O-])c(Br)n1CC(=O)c1cccc([N+](=O)[O-])c1	-2	1
O=C(NCc1ccccn1)c1cc(S(=O)(=O)N2CCCCC2)ccc1Cl	-24	-2
CC(C)c1cc(C(=O)N2CCCC(Nc3ccc(F)cc3)C2)nc(N)n1 (stereo not given)	-4	2
CCc1ccc(C(=O)NNC(=O)C2CC(=O)N(Cc3ccccc3)C2)cc1 (stereo not given)	9	5
Cc1ccc(-n2c(SCC(=O)N/N=C/c3ccccc3C(=O)O)nnc2-c2ccccc2)cc1	1	-3
O=C(NN1CCOCC1)c1cccc(Br)c1	-5	9
O=C(NCc1ccco1)c1nc(-c2ccc(F)cc2)no1	-27	7
O=C(CN1CCCC1)Nc1cc(C(F)(F)F)ccc1Cl	16	-3
CCc1c(C)sc(NC(=O)c2cc(C(C)C)on2)c1C#N	10	-6
NS(=O)(=O)c1ccc(NC(=O)c2cccc(Cl)c2)cc1	4	1
O=C(O)C1CC=CCC1C(=O)Nc1ccc(N2CCN(Cc3ccccc3)CC2)cc1 (stereo not given)	3	4
CCCCn1c(N)c(N(CCOC)C(=O)COC(=O)CNC(=O)c2ccc(Cl)c(Cl)c2)c(=O)[nH]c1=O	-13	-2

Shown with each value named: entries from further up
O=C(CSc1nc2ccccc2c(=O)n1-c1ccccc1F)Nc1ccc2c(c1)CCC2
  TAG inh: 15 | TAG inh DAPI viability: -9
Cc1nc([N+](=O)[O-])c(Br)n1CC(=O)c1cccc([N+](=O)[O-])c1
  TAG inh: -2 | TAG inh DAPI viability: 1
Cc1ccc(-n2c(SCC(=O)N/N=C/c3ccccc3C(=O)O)nnc2-c2ccccc2)cc1
  TAG inh: 1 | TAG inh DAPI viability: -3
COc1ccc(C)cc1NC(=O)C1CCN(S(=O)(=O)c2ccccc2)CC1
  TAG inh: 22 | TAG inh DAPI viability: 0

Back to the main list; the 6 compounds before the break are reprinted first.
SMILES	TAG inh	TAG inh DAPI viability
O=C(NCc1ccco1)c1nc(-c2ccc(F)cc2)no1	-27	7
O=C(CN1CCCC1)Nc1cc(C(F)(F)F)ccc1Cl	16	-3
CCc1c(C)sc(NC(=O)c2cc(C(C)C)on2)c1C#N	10	-6
NS(=O)(=O)c1ccc(NC(=O)c2cccc(Cl)c2)cc1	4	1
O=C(O)C1CC=CCC1C(=O)Nc1ccc(N2CCN(Cc3ccccc3)CC2)cc1 (stereo not given)	3	4
CCCCn1c(N)c(N(CCOC)C(=O)COC(=O)CNC(=O)c2ccc(Cl)c(Cl)c2)c(=O)[nH]c1=O	-13	-2
CCC(CC)NC(=O)c1ccc2nc[nH]c2c1	12	-1
O=C(O)c1ccccc1-c1nc2cc(Cl)ccc2c(=O)n1O	3	5
COc1ccc(OC)c(NC(=O)c2cn(C)c(=O)c3cc(OC)c(OC)cc23)c1	-6	9
O=[N+]([O-])c1ccc(-c2nc(Cl)c3c(n2)CCCC3)o1	28	-42
C=CCn1cc(C(=O)N2CCN(C)CC2)c(=O)c2cc(S(=O)(=O)N3CCCC3)ccc21	6	-1
Cc1noc(C)c1COc1ccc(C(=O)OCC(=O)NCCN2C(=O)CSC2=O)cc1	4	-3
N#CC1CN(Cc2ccccc2)CN(Cc2ccccc2)C1	-7	-1
C=CCOC(=O)CCP(=O)(CCC(=O)OCC=C)c1ccccc1	-4	-18
COc1ccc(Cn2ccnc2SCC(=O)Nc2nnc(C)s2)cc1	6	9
COc1ccccc1NS(=O)(=O)c1ccc(OC)c([N+](=O)[O-])c1	2	2
CCCCn1c2c(c3ccccc31)CCc1nonc1-2	-14	5
Cc1cccc(Oc2nc3c(c(=O)n(C)c(=O)n3C)n2C)c1	15	-7
CC(=O)N1N=C(N)SC1(C)C	-25	2
O=C(CSc1ccc(Cl)cc1)N1CCN(c2ccc([N+](=O)[O-])cc2Cl)CC1	13	-28
CC1(C(=O)N(c2ccccc2)C(C(=O)NC2CCCC2)c2ccccn2)CC(=O)N=C2C=CC=CN21 (stereo not given)	-20	4
COc1ccc(CCNC(=O)/C=C/c2ccco2)cc1	-2	0
COc1ccc(-c2coc3c(C(=O)NCc4ccccc4)cccc23)c(C)c1	-13	4
CCOC(=O)CCC(=O)Nc1cc(S(=O)(=O)N2CCOCC2)ccc1N1CCCCC1	7	-6
Cc1ccc(NC(=O)CSc2nc(=O)n(CCCN3CCOCC3)c3c2CCCC3)cc1	16	5
Fc1ccc(Nc2ncnc3ccccc23)cc1	-2	-4

Compound profiles (already shown).
COc1ccc(OC)c(NC(=O)c2cn(C)c(=O)c3cc(OC)c(OC)cc23)c1 is entered as TAG inh: -6; TAG inh DAPI viability: 9
O=[N+]([O-])c1ccc(-c2nc(Cl)c3c(n2)CCCC3)o1 is entered as TAG inh: 28; TAG inh DAPI viability: -42

More results.
SMILES	TAG inh	TAG inh DAPI viability
Cc1ccc(N/C=C(\C#N)S(=O)(=O)c2ccccc2)cc1	-40	0
C[C@@]12C(=O)N(c3ccc(F)cc3)C(=O)N1[C@@H]1c3ccccc3OC[C@@H]1[C@H]2c1ccccc1	-2	-19
Cc1ccc(OC(C)C(=O)Nc2ccc(S(=O)(=O)N3CCOCC3)cc2)cc1 (stereo not given)	2	-2
Cc1ccccc1Oc1cc(NC(=O)Cn2cnc([N+](=O)[O-])c2)cc([N+](=O)[O-])c1	9	17
COC(=O)c1[nH]c2cc(OC)ccc2c1NC(=O)c1c(F)cccc1F	15	0
CCOC(=O)N1CCN(C(=O)COc2cccc3c2CCN(Cc2cccc(C)c2)C3=O)CC1	-9	-3
C[C@@H]1CN([C@H](C)CO)C(=O)CCCn2nncc2CO[C@H]1CN(C)Cc1ccc(-c2ccccc2)cc1	5	5
Cc1cc(C)n(-c2ccc(C(=O)Nc3cccc(S(=O)(=O)N(C)C)c3)cc2)n1	-23	-2
CN(Cc1ccc(F)cc1)C(=O)c1cccc(OC2CCN(C3CCCC3)CC2)c1	-4	12
COc1ccc(C2c3c(c(C)c(C)oc3=O)Oc3c(C)c(C)oc(=O)c32)cc1	10	-4
COc1ccc(S(=O)(=O)n2ccnc2)c2cccnc12	1	2
COC(=O)C[C@H]1C[C@@H]2c3cc(NC(=O)Nc4ccccc4)ccc3O[C@@H]2[C@@H](CO)O1	8	6
Nc1nc2ncc(C(=O)c3cc(F)ccc3O)cc2s1	-9	6
CC(C)OC(=O)CSc1nnc(COc2ccc([N+](=O)[O-])cc2)n1C	-3	-6

These rows are one share of the data; count on the stated rates, not on these rows.
